aDG glyco act: alpha-DG glycosylation activation; Pro5-aDG cells, alpha-DG glycosylation AlphaScreen (IIH6); 0% Pro5, 100% B10-LARGE cell signal; activation, % at 10 µM; 360,000 compounds, 0.22% hits; AID 624168;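 active = activation of at least 8% versus controls, or a plate z-score of at least 8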;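 note: Pro5 are CHO cells carrying HIG-tagged alpha-DG that lacks glycosylation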
Vif imaging: HIV Vif inhibition; inhibition, % at 7.49 µM; AID 602346; 340,000 compounds, 0.35% hits; HEK293T cells, Vif self-association by quenched fluorescence, imaging, 24 h; in the data active = inhibition above about 50%, passing the limit was not always enough; note: some results filed as inactive read as strong as hits
hiPSC survival: enhancers of human iPSC single-cell survival; hiPSC single-cell survival, ATPlite luminescence; 100% = ROCK inhibitor wells, 0% = DMSO; survival enhancement, % at 20 µM; 360,000 compounds, 0.044% hits; AID 602274; in the data active = survival enhancement above about 18%;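 note: cells exposed to compounds for 16 hours before the ATP read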
ABCB6 inh MLPCN: blocks the human ABCB6 transporter; 360,000 compounds, 0.19% hits; fluorescence ratio to DMSO, % at 10 µM; Q9NP58; K562-ABCB6 porphyrin accumulation, flow cytometry, 1 h; active compounds read low;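 active = fluorescence ratio to DMSO below 75%, the collection mean minus 3 SD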;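 note: signal is porphyrin accumulated inside mitochondria; 100% equals median channel fluorescence of DMSO control wells; lower ratio means ABCB6 inhibition with less porphyrin fluorescence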
Exocytosis inh: blocks lytic granule exocytosis | TALL-104 LAMP-1 surface exposure, flow cytometry; cells stimulated with thapsigargin and PMA | inhibition, % at 10 µM | 360,000 compounds, 0.66% hits | AID 651702;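 active = inhibition above about 55%, limit read from the data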
H9c2 protect: modulators protecting cardiomyocytes from myocardial damage. protection from H2O2 cell death, % at 20 µM. AID 588492. H9c2 cardiomyocytes, H2O2 injury protection, ATPLite, 2 h. 360,000 compounds, 0.63% hits;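 active = compounds giving at least 50% protection of heart cells from peroxide-induced death in the single-dose screen, raw or plate-pattern-corrected value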;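 note: 0% = DMSO wells with peroxide and 100% = DMSO wells without peroxide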
m5-HT2A agonist: mouse HTR2A agonism via beta-arrestin recruitment; activation, % at 7.6 µM; 360,000 compounds, 0.66% hits; CHO-K1 mHTR2A beta-arrestin complementation, luminescence; percent of 30 µM serotonin response; P35363;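 active = activation above a run cutoff, the mean activation of all tested compounds plus 3 SD, cut at about 14% in these data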;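 note: 0% = plate median of compound wells and 100% = 30 µM serotonin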
Target sequence (P35363 whole entry, looked up): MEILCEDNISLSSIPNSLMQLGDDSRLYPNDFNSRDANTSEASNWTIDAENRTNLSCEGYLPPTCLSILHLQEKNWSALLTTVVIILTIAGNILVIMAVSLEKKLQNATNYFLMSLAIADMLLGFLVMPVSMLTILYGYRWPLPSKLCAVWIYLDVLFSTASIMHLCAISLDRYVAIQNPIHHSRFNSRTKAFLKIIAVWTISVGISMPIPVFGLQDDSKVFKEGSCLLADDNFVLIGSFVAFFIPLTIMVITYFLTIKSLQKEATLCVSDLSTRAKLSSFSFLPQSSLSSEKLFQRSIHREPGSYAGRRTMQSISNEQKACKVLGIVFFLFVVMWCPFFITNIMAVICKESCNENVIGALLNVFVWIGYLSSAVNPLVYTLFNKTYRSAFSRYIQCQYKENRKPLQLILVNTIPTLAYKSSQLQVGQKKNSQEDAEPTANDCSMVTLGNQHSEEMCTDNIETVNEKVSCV
PDI turbidity: PDI (human) enzyme inhibition. 350,000 compounds, 0.052% hits. PDI insulin aggregation turbidity, A650, 90 min. inhibition, % at 10 µM. P07237;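 active = mean inhibition across replicates of 30% or more, whatever share of single replicates reach that level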;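 note: absorbance from insulin aggregation driven by PDI reduction with DTT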
Target sequence (P07237 whole entry, looked up): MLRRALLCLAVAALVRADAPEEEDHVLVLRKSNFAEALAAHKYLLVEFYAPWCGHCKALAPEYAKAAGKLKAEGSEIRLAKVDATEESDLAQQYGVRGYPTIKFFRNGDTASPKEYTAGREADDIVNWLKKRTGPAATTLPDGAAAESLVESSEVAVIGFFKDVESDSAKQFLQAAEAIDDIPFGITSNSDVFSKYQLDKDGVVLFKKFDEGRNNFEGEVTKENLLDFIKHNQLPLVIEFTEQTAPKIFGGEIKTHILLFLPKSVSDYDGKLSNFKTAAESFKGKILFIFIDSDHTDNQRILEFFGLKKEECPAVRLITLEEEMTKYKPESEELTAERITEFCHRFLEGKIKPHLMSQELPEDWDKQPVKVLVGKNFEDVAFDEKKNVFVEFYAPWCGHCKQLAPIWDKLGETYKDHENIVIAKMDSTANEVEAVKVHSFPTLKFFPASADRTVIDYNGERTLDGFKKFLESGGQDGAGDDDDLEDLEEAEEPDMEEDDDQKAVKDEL
CaV13 ICDI inh: Primary screen for inhibitors of IQ motif and Ca2+-dependent inactivation inhibitor domain binding in CACNA1D, Förster resonance energy transfer in living cells, …; HEK cells, CFP/YFP FRET ICDI-IQ, plate reader, 10 min; percent FRET-ratio fall versus neutral wells; inhibition, % at 12.3 µM; 340,000 compounds, 0.098% hits;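 active = mean replicate inhibition of at least 30% and at least 1% of replicates passing that level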;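 note: 0% = median of the neutral control wells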
Glyco luc inh: N-linked glycosylation inhibition | 360,000 compounds, 0.23% hits | D54 ERlucT glycosylation luciferase reporter, 24 h; percent of 100 nM tunicamycin response | AID 588692 | reporter increase, % at 12.5 µM;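 active = mean luciferase reporter signal, scaled so untreated is 0 and the glycosylation-blocking control 100, at or above a set limit in every replicate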;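 note: luciferase carries N-glycosylation sites so blocking glycosylation raises the light; 0% = median of neutral control wells and 100% = median of 100 nM tunicamycin wells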
Active calls of the source: *; / = no result given; & = joins results of further samples.

SMILES	aDG glyco act	Vif imaging	hiPSC survival	ABCB6 inh MLPCN	Exocytosis inh	H9c2 protect	m5-HT2A agonist	PDI turbidity	CaV13 ICDI inh	Glyco luc inh
COc1ccc(C)cc1N(CC(=O)Nc1cccnc1)S(=O)(=O)c1ccccc1	-0.1	-3	-0.5	103	-2	28	-2	0	-2	0
CC(C)(C)c1nnc2sc(SCC(=O)N3CCCCC3)nn2c1=O	-0.1	5	0.0	97	1	5	0	-1	-6	5
COC(=O)c1ccc(NC(=O)C2CCCN2C(=O)Nc2cccc(C(C)=O)c2)cc1 (centres undefined)	0.0	-3	-0.5	101	1	-2	4	6	-8	7
COCCCNc1ncnc2ccc(C)cc12	5.1	-26	-1.7	105	1	-32	1	8	-4	-6
CCOC(=O)c1ccc(COC(=O)CNC(=O)CNC(=O)c2ccc(OC)cc2)o1	-0.2	-5	8.4	100	2	15	0	-2	-6	1
COC(=O)c1sc(NC(=O)C(C)c2ccccc2)nc1C (centres undefined)	0.1	-19	4.0	99	-4	-1	-3	-7	-3	0
CC1(C)CCC(C)(C)NC(=S)N1	-0.1&0.0	11&2	-1.0&-1.7	98&95	-2&1	-2&7	5&1	1&1	-17&2	4&0
CSc1ccc(CCNC(=O)CCc2nnc3ccc(NCCCN4CCCC4=O)nn23)cc1	0.9	17	1.0	105	3	-2	0	5	-5	-2
CN(C(=O)COC(=O)c1ccc(S(=O)(=O)N2CCOCC2)cc1)C1CCCCC1	-0.2	-2	-0.9	95	0	2	-3	0	-2	1
CC(=O)c1ccc(NC(=O)CN2C(=O)/C(=C/C=C/c3ccccc3)SC2=S)cc1	-0.2	-1	1.8	106	-4	-4	-5	-3	/	-2
COc1ccc(C(=O)N=S2CCN(C(=O)c3ccc(Cl)cc3)CC2)cc1	0.0	-1	-0.7	97	0	8	-1	1	-3	2
CC(NC1CCCC1)C(=O)Nc1ccccc1-c1ccccc1 (centres undefined)	0.1	23	-0.4	91	1	-3	-5	-7	/	-4
O=C(O)CSCC(=O)Nc1ccc(Br)c(C(F)(F)F)c1	0.1	/	0.9	94	3	-2	2	-8	-2	0
COc1cccc(/C=C/C(=O)OCC(=O)c2ccc(S(=O)(=O)N3CCCCC3)cc2)c1OC	-0.2	-7	-0.7	99	-6	-3	-6	1	-6	-3
CC(NC(=O)C1CCN(C(=O)Nc2ccccc2)CC1)c1ccc(Cl)cc1 (centres undefined)	0.6	-7	-0.6	100	2	4	-3	7	-2	-2
COc1ccc(C2CC(c3cc(OC)ccc3OC)n3nnnc3N2)cc1 (centres undefined)	-0.1	7	-0.2	99	-4	-2	2	-1	-5	0
CCN(CC)C(=O)c1cnn(-c2ccccc2)c1NC(=O)c1ccccc1F	-0.1	7	-0.9	99	0	4	5	-8	-4	1
NC(N)=N/N=C/c1ccc(OCc2ccc(Cl)cc2)cc1	-0.5	-1	-4.8	84	73*	-22	-9	-6	/	-12
O=C(c1ccccc1)N1CCN(c2ccc(N3CCOCC3)nn2)CC1	0.3	0	-0.2	88	1	1	5	-1	-14	1
O=C(O)COc1ccccc1/C=N/NC(=O)Cc1ccccc1	-0.1	-1	-0.6	103	1	-1	0	8	-19	3

Records listed so far marked active in Exocytosis inh:
SMILES,aDG glyco act,Vif imaging,ABCB6 inh MLPCN,Exocytosis inh,m5-HT2A agonist,PDI turbidity,CaV13 ICDI inh,Glyco luc inh
NC(N)=N/N=C/c1ccc(OCc2ccc(Cl)cc2)cc1,-0.5,-1,84,73*,-9,-6,/,-12

Other structures
SMILES	aDG glyco act	Vif imaging	hiPSC survival	ABCB6 inh MLPCN	Exocytosis inh	H9c2 protect	m5-HT2A agonist	PDI turbidity	CaV13 ICDI inh	Glyco luc inh
CC(C)N(C(=S)NC1CC2CCC1C2)c1ccccc1 (centres undefined)	0.2	9	0.9	100	1	-1	0	-5	-5	-2
CCOC(=O)c1c(NC(=O)CSc2nnc(C)s2)sc2c1CCC(CC)C2 (centres undefined)	-0.2	/	6.0	99	20	-24	-4	11	-5	/
Cc1ccc(C(=O)Nc2ccccc2C(=O)N2CCN(c3ccccc3)CC2)cc1	-0.2	-8	-0.4	98	3	0	-5	-4	-5	2
CC(=O)Nc1ccc(NC(=O)CN(c2cccc([N+](=O)[O-])c2)S(C)(=O)=O)cc1	0.0	/	-1.7	94	0	4	4	-4	-4	1
Cc1cccc(C)c1OCC(=O)Nc1cc(Cl)ccc1-n1cncn1	0.2	9	0.1	98	-2	1	5	-8	0	4
O=C(N/N=C/c1cccc2ccccc12)c1cccc(F)c1	-0.5	6	-0.4	99	1	2	-4	-10	/	4
COc1cccc(C(c2sc3nc(C)nn3c2O)N2CCN(C(=O)c3ccco3)CC2)c1 (centres undefined)	-0.2	-3	-0.1	95	-1	7	3	/	-3	2
CC1CCN(C(=O)CSc2nc3ccccc3c(=O)[nH]2)CC1	-0.1	-10	-0.6	89	-6	44	6	0	-8	-1
COc1ccccc1CNC(=O)C(C)n1nc(C)n2c(cc3occc32)c1=O (centres undefined)	0.0	-2	0.0	101	16	0	-1	1	-2	-1
CCCCn1c2nc3ccccc3nc2c2c(=O)n(CCC(C)C)cnc21	0.1	-4	-0.5	102	-1	0	1	8	/	-1
CC(NC(=O)CSc1n[nH]c(=O)n1C1CC1)C12CC3CC(CC(C3)C1)C2 (centres undefined)	-0.2	4	0.6	101	1	-10	7	-4	-4	1
CC(C)Oc1ccc(C(=O)Nc2c3c(nn2C(C)(C)C)CS(=O)(=O)C3)cc1	-0.1	1	-0.4	97	-10	7	-5	-13	-2	-2
O=C(COc1coc(CN2CCN(c3ccc(F)cc3)CC2)cc1=O)Nc1ccccc1	0.2	-1	-0.6	98	-4	-6	5	1	-1	-1
Nc1nc(NCCCN2CCOCC2)nc(Nc2ccccc2F)c1[N+](=O)[O-]	-0.3	1	0.2	108	0	6	-3	3	-5	9
CC(CN1CCCCC1)c1ccccc1 (centres undefined)	0.0	-3	-0.3	103	-2	-1	1	3	-6	1
Cc1ccc(-c2nnn(CC(=O)N(CC(=O)NC3CCCCC3)c3cnc4ccccc4c3)n2)o1	-0.1	/	-2.2	93	-3	8	-2	-3	-7	-2
CCC(C)NC(=O)C1CCC(=O)N(c2ccc3c(c2)OCO3)C1c1ccc(OC)cc1 (centres undefined)	-0.2	5	4.1	100	-9	0	-2	-11	-6	0
COc1ccc(OC)c(Nc2ncnc3c2cnn3-c2cccc(C)c2)c1	-0.2	0	1.2	101	4	-6	-5	3	-3	22
COc1ccc2oc(C(=O)OCC(=O)N3CCCC(C)C3)c(C)c2c1 (centres undefined)	0.1	-10	-0.1	97	-5	-4	20*	17	-8	-2
CC(=O)N(Cc1cc2ccccc2[nH]c1=O)c1ccc(C)cc1	0.0	-2	-0.4	102	1	0	0	1	-5	0

Some values from the results shown:
CC(C)Oc1ccc(C(=O)Nc2c3c(nn2C(C)(C)C)CS(=O)(=O)C3)cc1 – aDG glyco act: -0.1
CC(NC(=O)CSc1n[nH]c(=O)n1C1CC1)C12CC3CC(CC(C3)C1)C2 (centres undefined) – Glyco luc inh: 1

(cont.)
SMILES	aDG glyco act	Vif imaging	hiPSC survival	ABCB6 inh MLPCN	Exocytosis inh	H9c2 protect	m5-HT2A agonist	PDI turbidity	CaV13 ICDI inh	Glyco luc inh
O=C(C1=C(O)C(=O)N(CCOCCO)C1c1cccs1)c1cccs1 (centres undefined)	-0.6	26	2.3	87	4	4	9	-13	/	1
CCc1c(C)[nH]n(-c2nc(-c3ccccc3)cs2)c1=O	-0.2	5	3.1	92	-3	2	0	-1	-7	2
OCCCN=c1cc(-c2ccccc2)oc2ccc(Cl)cc12	0.9	14	-3.0	101	-1	8	-3	8	/	58*
O=C(Cn1cnc([N+](=O)[O-])n1)N/N=C/c1cc(Cl)ccc1O	0.0	0	-1.7	95	11	32	-5	-10	-4	7
Fc1ccc(Cl)cc1/C=N/n1cnnc1SCc1ccccc1	0.0	-6	0.5	102	0	-2	0	-15	-4	-1
O=C(NCc1ccc2c(c1)OCO2)c1ccc(S(=O)(=O)C(F)F)cc1	0.1	-1	-2.9	97	-2	-2	-1	4	2	-3
O=P(OC1CCCCC1)(OC1CCCCC1)C(O)c1c(Cl)cccc1Cl (centres undefined)	0.1	5	5.0	97	-2	2	0	2	-4	-4
COc1ccc(CCN2C(=O)CC(NC34CC5CC(CC(C5)C3)C4)C2=O)cc1OC (centres undefined)	-0.4	-5	-0.1	94	0	-5	1	1	-5	-1
COc1ccc2[nH]c(=O)c(CN(CCO)C(=O)NCc3ccccc3)cc2c1	0.1	0	3.9	101	-3	11	1	-4	/	1
CCCCCCCCCC(=O)N/N=C(\C)c1cccnc1	0.6	13	-1.5	98	-2	-21	7	-4	-5	0
CC(=O)c1ccc(NC(=O)CSc2nc(=O)n(CCN3CCOCC3)c3c2CCC3)cc1	-0.2	9	0.1	95	3	5	-6	-3	-5	1
CCNc1ccc(C(=O)OCC)cc1NC(=O)c1cccc(N(C)C)c1	-0.4	4	-2.7	100	-4	-2	-3	-16	-8	24
CCOC(=O)c1cnc(-c2ccccc2)nc1Oc1cccc(Cl)c1	0.0	4	-1.7	94	1	-10	7	-12	-1	2
C=CCc1ccccc1OCCSc1nc2ccc([N+](=O)[O-])cc2s1	-0.1	6	-0.7	88	-6	-13	-1	-1	-19	2
O=C(COC(=O)c1ccc[nH]c1=O)NCCc1ccc(Cl)cc1Cl	0.2	-1	-0.4	99	-4	-6	-1	4	-2	0
Cc1nc(/C(N)=N/OC(=O)c2ccccc2Cl)c(C(F)(F)F)o1	-0.1	5	0.1	100	7	0	-1	9	-5	1
O=C(COC(=O)c1ccc(Br)o1)Nc1ccc(N2CCOCC2)cc1	-0.2	-4	1.9	94	6	-1	0	17	-2	0
Cc1ccc(Cl)cc1N1CCN(C(=O)CCS(=O)(=O)c2cccc3nonc23)CC1	0.2	0	0.7	102	-6	-10	-1	-12	-4	-3
Cc1ccc(S(=O)(=O)N(CCCc2c(C)nc(N)[nH]c2=O)Cc2ccc([N+](=O)[O-])cc2)cc1	0.2	7	2.1	92	-1	1	-3	-2	-5	3
COc1ccc(C(=O)n2c(-c3ccco3)nc3ccccc32)cc1	0.1	4	-1.6	90	4	-2	-4	-10	-6	19
Cc1cc2c(c(C)c1Br)C(c1ccc3c(c1)OCO3)CC(=O)O2 (centres undefined)	0.4	0	0.5	98	-4	-14	1	2	-10	0
COc1ccc(C(=O)NCc2cccnc2)cc1S(=O)(=O)N1CCOCC1	0.2	5	-1.7	93	1	-2	4	-1	-5	-1
Cc1cc(NC(=O)CSc2nnc(-c3cccs3)n2N)no1	-0.2	4	3.8	97	0	-4	0	-13	-7	3
CCCC(=O)Nc1cccc(NC(=O)c2cccc([N+](=O)[O-])c2C)c1	0.2	-2	1.3	97	6	3	2	-7	-2	1
C[C@@H]1CN([C@@H](C)CO)C(=O)CCCn2nncc2CO[C@@H]1CN(C)C(=O)Nc1ccc2c(c1)OCO2	0.2	-1	4.6	101	-1	2	9	-4	-5	3
CC[C@H](C)[C@H](NC(=O)OCc1ccccc1)C(=O)Nc1ccc(NC(C)=O)cc1	0.3	10	-1.1	101	-1	-4	-4	-6	-12	-1
CCC(=O)N1CCC1(C)C(=O)Nc1ccc2nc(C)ccc2c1 (centres undefined)	-0.2	14	-1.8	91	4	-8	1	-7	-5	0
Cc1cc(=O)oc2cc(OCc3nnc(-c4ccccc4Br)o3)ccc12	0.4	38	1.1	106	-1	-20	1	-6	/	0

Source: PubChem BioAssay (several laboratories)
